Screens as filed in PubChem BioAssay.
Kir21 inh – Kir2.1 (mouse) channel inhibition; B-score at 10 µM; 310,000 compounds, 0.85% hits; HEK293-Kir2.1, FluxOR thallium flux fluorescence; stronger effect = lower value; P35561;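 active = fluorescence ratio B-score at or below minus 3 SD of library scores, with starting-brightness B-score within 2 SD, cut at about -4.2 in these data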;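 note: channel flux triggered by added potassium and thallium sulfate stimulus; B-score of peak minus minimum fluorescence over baseline after thallium stimulus; more negative B-score means stronger Kir2.1 block with less thallium influx; some compounds called inactive have numbers as strong as hits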
Target sequence (P35561 whole entry, looked up): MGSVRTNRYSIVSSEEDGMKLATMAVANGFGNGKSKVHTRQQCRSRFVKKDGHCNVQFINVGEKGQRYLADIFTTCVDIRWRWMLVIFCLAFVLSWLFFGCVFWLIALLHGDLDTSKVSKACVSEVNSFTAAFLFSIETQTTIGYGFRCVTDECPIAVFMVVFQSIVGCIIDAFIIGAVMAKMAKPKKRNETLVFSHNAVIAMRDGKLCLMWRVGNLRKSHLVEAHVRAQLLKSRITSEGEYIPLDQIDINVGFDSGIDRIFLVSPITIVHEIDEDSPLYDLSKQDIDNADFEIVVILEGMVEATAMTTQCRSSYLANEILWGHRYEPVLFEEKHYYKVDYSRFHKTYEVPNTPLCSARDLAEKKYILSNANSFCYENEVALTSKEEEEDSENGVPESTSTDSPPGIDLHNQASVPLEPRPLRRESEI
CHT block – inhibitors of human choline transporter CHT. Q9GZV3. CHT-expressing cells, membrane potential dye, choline response; stronger effect = lower value. B-score at 10 µM. 310,000 compounds, 0.86% hits;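 active = B-score over 3 SD under the library average, and starting fluorescence ratio not unusually high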;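 note: choline stimulus applied at its EC90 after an EC20 pre-addition; B-score computed on integrated fluorescence ratio after choline addition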
Target sequence (Q9GZV3 whole entry, looked up): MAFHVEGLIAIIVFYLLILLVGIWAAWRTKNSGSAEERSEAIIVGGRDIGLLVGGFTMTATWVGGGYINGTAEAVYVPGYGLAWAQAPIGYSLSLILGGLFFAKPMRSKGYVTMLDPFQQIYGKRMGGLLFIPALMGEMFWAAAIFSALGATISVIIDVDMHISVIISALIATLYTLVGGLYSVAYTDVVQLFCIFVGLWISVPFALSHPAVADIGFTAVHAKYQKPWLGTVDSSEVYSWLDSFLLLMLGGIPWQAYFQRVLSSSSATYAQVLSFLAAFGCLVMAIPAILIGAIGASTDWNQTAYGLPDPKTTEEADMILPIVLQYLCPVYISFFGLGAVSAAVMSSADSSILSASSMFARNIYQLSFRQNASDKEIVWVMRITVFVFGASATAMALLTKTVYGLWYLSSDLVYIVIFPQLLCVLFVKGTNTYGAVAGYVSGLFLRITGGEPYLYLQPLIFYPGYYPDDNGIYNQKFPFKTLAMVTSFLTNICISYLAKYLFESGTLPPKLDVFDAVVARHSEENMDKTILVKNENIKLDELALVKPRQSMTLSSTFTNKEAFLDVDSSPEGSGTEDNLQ
* = called active by the depositor; i = inactive; · = no result given.

Kir21 inh	CHT block	SMILES
0.71	i	CC[C@@H](C)[C@@H](C(=O)N1CCNCC1)n1cc(CCC(=O)O)nn1
-1.1	i	COc1ccc(N2CCN(S(=O)(=O)c3ccc(C(=O)NC4CCCC4)cc3)CC2)cc1
-2.7	i	O=C(Nc1cccc(Cl)c1N1CCCC1)c1ccc(Br)o1
0.69	i	CN(Cc1cnn(C)c1)Cc1nc(COc2ccccc2)no1
-0.47	i	Cc1nc(/N=C(\N)N(C)C)[nH]c(=O)c1C
-0.31	·	O=C(Oc1ccc(NC2=C(Cl)C(=O)c3ccccc3C2=O)cc1)c1ccc([N+](=O)[O-])cc1
-0.52	i	CCC(C)c1ccccc1NC(=O)COC(=O)c1ccc2c(c1)S(=O)(=O)c1ccccc1C2=O (stereo not given)
-0.16	i	CC(=O)Nc1ccccc1N(C)S(=O)(=O)c1ccc(C)cc1
-0.03	i	CC(CCOS(N)(=O)=O)c1ccccc1 (stereo not given)
-1	i	CC(C)c1ccc(N2C(=O)CC(NNC(=O)c3cccnc3)C2=O)cc1 (stereo not given)
0.05	i	COc1ccc(N(CC(=O)Nc2ccc(F)c(F)c2)S(=O)(=O)c2c(C)[nH]c(=O)[nH]c2=O)cc1
-0.31	i	C=CCn1c(SCC(=O)NC2CCCC2)nc2sc(C)cc2c1=O
1.6	i	Cn1c(=O)n(C)c2cc(NC(=O)c3cccc([N+](=O)[O-])c3)c(Br)cc21
0.93	i	COc1ccc(Cc2nnc(NC(=O)c3ccccc3F)s2)cc1
-0.3	i	O=C(NCC1CCCO1)c1cc(C(=O)c2ccc(Cl)cc2Cl)c[nH]1 (stereo not given)
-0.05	i	O=S(=O)(c1ccc(F)cc1)N1CN(Cc2ccco2)c2nc3ccccc3nc21
-0.68	i	CN(C(=O)c1ccccc1)C1(C)CCS(=O)(=O)C1 (stereo not given)
-2.3	i	COc1cccc(OCCNS(=O)(=O)c2cccc([N+](=O)[O-])c2)c1
2	i	S=c1nc(C2CC2)[nH]c2ccccc12
0.05	i	CC(=O)N1CCN(c2ccc(NC(=O)COc3ccc(Cl)cc3Cl)cc2)CC1
-0.38	i	CC(=O)c1ccc(NS(=O)(=O)c2cccc(C(=O)Nc3ccccc3C(=O)O)c2)cc1
0.46	i	CCOc1ccc(/C=C/C(=O)c2c(O)cc(C)oc2=O)cc1
-1	i	COc1ccccc1-c1nnc(SCC(=O)NCc2c(C)c(Cl)cc(C(C)C)c2O)o1
-0.67	i	COC(=O)C1=C(C)N(C)C(C)=C(C(=O)OC)C1c1ccncc1
-1.1	i	O=C(Cn1cccc1)Nc1ccc(OC(F)(F)F)cc1
0.42	i	Cc1ccccc1C(=O)NNC(=O)c1cccn1C
0.2	i	C[C@]12C=CC(=O)C=C1CC[C@@H]1C2[C@@H](O)C[C@@]2(C)C1CC[C@]2(O)C(=O)COC(=O)CCC(=O)O (stereo not given in full)
-1.7	i	CCN1CCN(c2ccc(NC(=O)c3ccc4c(c3)[nH]c(=O)n4Cc3ccc(OC)cc3)cc2)CC1
0.03	i	N#Cc1cc(C(=O)c2cc(Br)ccc2O)cn(Cc2ccccc2)c1=O
0	i	Cc1nnc(NC(=O)c2ccccc2Br)s1

6 compounds from above, sorted by SMILES length, largest number first.
Kir21 inh	CHT block	SMILES
-1	i	COc1ccccc1-c1nnc(SCC(=O)NCc2c(C)c(Cl)cc(C(C)C)c2O)o1
-0.3	i	O=C(NCC1CCCO1)c1cc(C(=O)c2ccc(Cl)cc2Cl)c[nH]1 (stereo not given)
-0.67	i	COC(=O)C1=C(C)N(C)C(C)=C(C(=O)OC)C1c1ccncc1
-0.31	i	C=CCn1c(SCC(=O)NC2CCCC2)nc2sc(C)cc2c1=O
-2.7	i	O=C(Nc1cccc(Cl)c1N1CCCC1)c1ccc(Br)o1
-0.68	i	CN(C(=O)c1ccccc1)C1(C)CCS(=O)(=O)C1 (stereo not given)

(further entries)
Kir21 inh	CHT block	SMILES
1.4	i	CN(CC(=O)Nc1ccc(Cl)cc1)C(=O)CNC(=O)c1ccc2ccccc2c1
0.05	·	CCOC(=O)c1c(-c2ccccc2)csc1NC(=S)N(CC)CC
2.2	i	Cc1ccc(OCC(=O)N/N=C2\CC(=O)CC(C)(C)C2)c(Br)c1
-0.23	i	Cc1ccc(S(=O)(=O)Nc2c(C)n(C)n(-c3ccccc3)c2=O)cc1C(=O)OCC(=O)N1CCCC(C)C1 (stereo not given)
-0.23	i	CCOC(=O)c1cn(CC)c2cc(N3CCSCC3)c(F)cc2c1=O
-1.4	i	Cc1ccc(CN2C(=O)C(C)Nc3ncnc(N4CCOCC4)c32)cc1 (stereo not given)
-0.16	i	CCOc1cc(C(=S)N2CCN(C)CC2)ccc1OCC(=O)N1CCCC1
0.62	i	O=C(CCCCCNc1nc(=S)[nH]c2ccccc12)NCCc1ccccc1
-0.75	i	Cc1ccccc1C(=O)NNC(=O)C(C)N1C(=O)c2ccccc2C1=O (stereo not given)
-0.05	i	O=C(Nc1ccccc1N1CCOCC1)C1CCN(S(=O)(=O)c2ccccc2F)CC1
1.8	i	COC(=O)c1nn(-c2cccc(Cl)c2)ccc1=O
-1.8	i	COc1ccccc1NC(=O)CC1C(=O)Nc2ccccc2N1C(=O)c1ccccc1 (stereo not given)
0.01	i	CNC(=O)n1ccc(C(=O)N2CCCCC2)n1
-0.65	i	Cc1c(Cl)cccc1NC(=S)NC1CCN(C(C)C)CC1
-0.67	i	Cc1ccc(OCCNC(=O)CCc2ccccc2)cc1C
0	i	COC(=O)C12CCC3(SCCS3)C(C(=O)OC)(CCC13SCCS3)C2
0.98	i	COc1ccc(N2CCN(c3ccc(N4C(=O)CC(C)C4=O)cc3[N+](=O)[O-])CC2)cc1 (stereo not given)
1.9	i	CC1CN(S(=O)(=O)c2cccc(C(=O)OC/C(O)=C(\C#N)c3nc4ccccc4[nH]3)c2)CC(C)O1 (stereo not given)
0.23	i	COc1ccc(CCN2CC(C(=O)NCCN3CCOC3=O)CCC2=O)cc1 (stereo not given)
0.04	i	COc1ccc(N2CCN(Cc3csc(C)c3-c3ccc(C)cc3)CC2)cc1
1.5	i	COC(C[C@@H](O)C[C@H](O)[C@H](C)OCc1ccccc1)OC
-0.96	-6.7*	C=Cn1cc[n+](CC(=O)c2ccc(-c3ccccc3)cc2)c1
-0.39	i	CC(C)Cn1c(N)c(C(=O)CSc2cc(Cl)ccc2Cl)c(=O)n(C)c1=O
0.78	i	O=S(=O)(c1ccccc1)N(Cc1ccccn1)Cc1ccccn1
-1.4	i	CCOc1ccc(/C(C)=N/NC(=O)Cn2nc([N+](=O)[O-])cc2C)cc1
0.54	i	CC(C)Sc1nc(N)nc(-c2cccs2)c1C#N
1.1	i	CCC(C)(C)NC(=O)C(c1ccc(OC)cc1)N(C(=O)CCC(=O)Nc1cc(C)on1)c1ccccc1F (stereo not given)
0.08	i	Cc1ccc(C)c(-c2nnc(NC(=O)COc3ccccc3)o2)c1
1.6	i	CCCCCCc1nc(C(N)=O)c2[nH]c(=O)n(-c3ccc(OC)cc3OC)c2n1
0.02	i	O=C(CN1CCN(Cc2ccc(Cl)cc2)C1=O)NCCN1CCCC1
-1.6	i	O=C(NCc1csc(-c2cccs2)n1)c1ccsc1
1.4	i	O=C(O)CC1c2ccccc2CCN1S(=O)(=O)c1cccs1 (stereo not given)
0.31	i	COc1cc(COCC(O)CN2CCOCC2)cc(OC)c1OC (stereo not given)
-0.99	i	CCN(CC)S(=O)(=O)c1ccc(N2CC(C(=O)NCc3cccnc3)CC2=O)cc1 (stereo not given)
0.01	i	O=C1OCC/C1=C\c1ccccc1
-3.5	i	Cc1cc(C)cc(N=C(NO)c2cccc([N+](=O)[O-])c2)c1
-0.57	i	COc1ccc(Nc2cc(C(=O)NCCCN3CCN(C)CC3)c3ccccc3n2)cc1OC
-0.78	i	Cc1ccc(CNC(=O)C(c2ccccc2)c2ccccc2)cc1
-0.4	i	NC1=NC(=O)C(Cc2ccc(Br)cc2)S1 (stereo not given)
1.1	i	Cc1cccc(NC(=S)NN2CCOCC2)c1C
0.21	i	Cc1ccc(S(=O)(=O)N/N=C\c2ccc(Cl)c([N+](=O)[O-])c2)cc1
1.2	i	N#CC1(C#N)C(C(=O)C23CC4CC(CC(C4)C2)C3)C12CCOCC2 (stereo not given)
-0.03	i	Cc1ccc(NC(=O)C2COc3ccccc3O2)c(C)c1 (stereo not given)
0.67	i	CC1(OC(=O)C2CCCC2)C(=O)C=C2C=C(c3ccsc3)N(C3CC3)C=C2C1=O (stereo not given)
0.7	i	Cc1ccc(S(=O)(=O)N2CN(Cc3ccco3)c3nc4ccccc4nc32)cc1
-5.3*	i	CC(C)OC(=O)c1ccccc1C(=O)c1ccc(N)c([N+](=O)[O-])c1
-0.02	i	COc1ccc(C(=O)COc2ccc(NC(C)=O)cc2)cc1
3.2	i	COCCNC(=O)/C(C#N)=C1\N=C(NC(=O)c2cccs2)c2ccccc21
-0.02	i	N#CCCn1cc(C(=O)N2CCCCC2)c(-c2cccc([N+](=O)[O-])c2)n1
1.3	i	O=[N+]([O-])c1ccc(-c2nc(-c3ccncc3)no2)cc1
0.89	i	COc1ccc(/C=C2/SC(=O)N(CCC(=O)Nc3ccccc3)C2=O)cc1OC
0.47	i	Cc1ccccc1-c1nc(C#N)c(N2CCCCC2)o1
-0.11	i	Cc1ccc(C2(c3ccc(C)cc3)CC2C(=O)NCc2cccnc2)cc1 (stereo not given)
0.17	i	CN(C)S(=O)(=O)c1ccc(C(=O)OCCN=C2NS(=O)(=O)c3ccccc32)cc1
0	i	Cc1ccc(S(=O)(=O)N2CCC(C(=O)OCC(=O)N(Cc3ccccc3)C(C)(C)C)CC2)cc1C
-0.12	i	CC(=O)NC1CC2CCCC(C1)N2CC(=O)Nc1ccccc1 (stereo not given)
-1.8	i	O=Cc1cn(CCC(=O)O)nc1-c1cccc(Cl)c1
-0.65	i	O=C(CC(=O)Nc1cccc(Cl)c1)N/N=C\c1ccccc1
0.04	i	CCCc1cc(C(=O)Nc2ccc(C)cc2)no1
0.39	i	CC(=O)C1=C(C)OC(N)=C(C#N)C1c1cccc2ccccc12 (stereo not given)

Additional entries follow.
Kir21 inh	CHT block	SMILES
-0.21	i	O=C(CN1CCN(Cc2cccc(Cl)c2)C1=O)NCC1CCCO1 (stereo not given)
-0.01	i	CCC1CCCCN1CCNS(=O)(=O)c1ccc2c(c1)CCN2C(C)=O (stereo not given)
0.15	i	Cc1ccccc1C(=O)Nc1c(C(=O)N2CCCC2)cnn1-c1ccccc1
0.13	i	Brc1ccc(-c2nn[nH]n2)cc1
1.5	i	S=C(NCc1ccco1)N1CCN(C(c2ccccc2)c2ccccc2)CC1
0.79	i	CCOc1ncccc1C(=O)Nc1c(C)n(C)n(-c2ccccc2)c1=O
0.73	i	Cc1cccc(-n2ccc(=O)c(C(=O)O)n2)c1
1.7	i	CC(C)CC(OC(=O)c1ccc(Cl)nc1)C(=O)NC1CCCC1 (stereo not given)
0.09	i	O=C1/C(=C/c2cccc(O)c2)SC(=S)N1CC1CCCO1 (stereo not given)
1.3	i	O=C(COC(=O)/C=C/c1ccc(S(=O)(=O)N2CCOCC2)cc1)NCc1ccccc1
1.4	i	O=C(c1ccc(Cl)c(S(=O)(=O)N2CCCCCC2)c1)N1CCCC(C(F)(F)F)C1 (stereo not given)
1.7	i	Cc1ccccc1N(C(=O)Cn1nnc(-c2ccc(F)cc2)n1)C(C(=O)NC(C)(C)C)c1ccncc1 (stereo not given)
0.05	i	COc1ccccc1CC(=O)NCc1nn(-c2ccccc2)nc1C
-0.43	i	Cc1ccc(N(C)C(=O)C2CCCN2S(=O)(=O)c2ccc3c(c2)n(C)c(=O)c(=O)n3C)cc1 (stereo not given)
-1.5	i	O=c1cc(CN2CCCc3ccccc32)nc2sccn12
0.94	i	CC(C)CNC(=O)C(=O)NCC(c1ccc2c(c1)OCO2)N1CCOCC1 (stereo not given)
2.1	i	COc1ccc(-c2cn3ccsc3n2)cc1
-1.2	i	CCOC(=O)N1CCC(NCCNC(=O)c2ccccc2)CC1
1.4	i	CC(C)(C)c1ccc(CNc2ccc([N+](=O)[O-])cn2)cc1
-0.28	i	CC(C)(C)c1ccc(OCC(O)CN2CCc3ccccc3C2)cc1 (stereo not given)
0.28	i	COc1ccc(CN(C(=O)c2oc3ccc(F)cc3c2C)C2CCS(=O)(=O)C2)cc1 (stereo not given)
0.07	i	CCn1cc(Br)c(C(=O)Nc2cccc(SC)c2)n1
1.6	i	COCCN(C(=S)Nc1cccc(Cl)c1C)C(C)c1ccco1 (stereo not given)
-1.9	i	CC(C)(C)c1cc(CCC(=O)NCCc2ccccn2)cc(C(C)(C)C)c1O
-12	i	O=c1nc(/C=C/c2ccc(-c3ccc(F)cc3)o2)cc(C(F)(F)F)[nH]1
-0.08	i	O=C(c1ccc(Cl)nc1)c1cccs1
-0.1	i	COc1ccccc1CNC(=O)CCCNC(=O)Cn1cnc2sc(C)c(C)c2c1=O
1.5	i	CCN(CC)c1ccc(C=O)c(OC)c1

Fetched by compound from above, 5 records:
Kir21 inh	CHT block	SMILES
-1.9	i	CC(C)(C)c1cc(CCC(=O)NCCc2ccccn2)cc(C(C)(C)C)c1O
0.73	i	Cc1cccc(-n2ccc(=O)c(C(=O)O)n2)c1
-1.2	i	CCOC(=O)N1CCC(NCCNC(=O)c2ccccc2)CC1
1.5	i	CCN(CC)c1ccc(C=O)c(OC)c1
1.7	i	CC(C)CC(OC(=O)c1ccc(Cl)nc1)C(=O)NC1CCCC1 (stereo not given)
